Screens from PubChem.
14-3-3g Raf: 14-3-3 gamma protein interaction modulation | FP, 14-3-3gamma / TMR-pS259-Raf peptide binding | inhibition, % at 40 µM | hit rate 0.19% among 160,000 | AID 422; in the data active means inhibition above about 30%;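 further: 0% = protein plus tracer without compound and 100% = blank with tracer alone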
Target sequence (P61981 whole entry, looked up): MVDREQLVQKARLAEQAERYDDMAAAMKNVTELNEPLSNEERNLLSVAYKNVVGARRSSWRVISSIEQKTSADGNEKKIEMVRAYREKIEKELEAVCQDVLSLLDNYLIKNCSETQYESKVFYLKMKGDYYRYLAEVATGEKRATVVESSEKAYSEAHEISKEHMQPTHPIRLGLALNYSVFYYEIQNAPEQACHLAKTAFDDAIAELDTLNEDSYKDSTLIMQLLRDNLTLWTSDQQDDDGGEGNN
An asterisk follows results filed as active; & = joins results of further samples. These rows are one share of the data, so the mix of outcomes need not match the whole.

SMILES	14-3-3g Raf
Nc1nc2n(n1)C(c1cccc(Br)c1)CC(c1ccc(F)cc1)N2 (stereo not drawn)	3
CCOC(=O)N(C)OC(=O)Nc1ccc(Cl)c(Cl)c1	-2
Cc1ccc(-c2nc3ccccc3c(=O)n2CCN2CCOCC2)cc1	-11
Cc1ccc(S(=O)(=O)Nc2cc(C(C(=O)OC(C)C)C(=O)C(F)(F)F)c(O)c3ccccc23)c(C)c1 (stereo not drawn)	-11
O=C(Cc1c(C(=O)O)[nH]c2ccc(Cl)cc12)NCc1cccs1	10
N#CC1(c2ccc(Cl)cc2)CCCC1	-4
O=C(NCC1CCCO1)c1nn2c(c1Cl)NC(c1cccs1)CC2C(F)(F)F (stereo not drawn)	-1
COc1ccccc1-c1cc(C(F)(F)F)nc(NC2CCCC2)n1	-5
CN1CCCCc2c1nc1ccccc1c2N (tested in a mixture with another compound)	-4
Cc1nn(C)cc1/C=N/O	1
CCCNC(=O)c1nc2ncc(Br)cn2n1	3&2
CCOC(=O)c1[nH]c(C)c(C(=O)OCc2ccccc2)c1C	-14
O=C(O)c1ccccc1OCCOc1ccccc1C(=O)O	0
COc1cc(C2NC(=O)NC(C)=C2C(=O)OC(C)C)cc(OC)c1OC (stereo not drawn)	-3
Cn1c(=O)c2c(nc(N3CCNCC3)n2Cc2cccc3ccccc23)n(C)c1=O	-1
O=C(c1c[nH]c2ccc(S(=O)(=O)N3CCOCC3)cc2c1=O)N1CCN(c2ccccc2F)CC1	-7
O=C(c1ccc(N2C(=O)CCC2=O)cc1)N1CCN(c2ccccc2)CC1	-3
COc1ccc(NC(=O)CCN2CCN(S(=O)(=O)c3cc(Cl)ccc3OC)CC2)cc1	-5&-7
O=C(O)CCN1Cc2ccccc2C1=O	0
C=CCOc1ccccc1/C=c1\sc2nc(-c3oc4ccccc4c3C)nn2c1=O	-51
Cc1cc(C)c2c(n1)nn1c(C)c(CCC(=O)NCc3ccco3)c(C)nc21	0
Cc1ccc(C)c(N2CCN(C(=O)c3ccc(Cn4c(=O)[nH]c5ccccc5c4=O)cc3)CC2)c1	-6&-2
Cc1cccc(CN2C(=O)c3ccccc3Sc3ccc(C(=O)NC4CC4)cc32)c1	3
CCOC(=O)C1=C(C)NC2=C(C(=O)CCC2)C1c1ccc(O)c([N+](=O)[O-])c1 (stereo not drawn)	-1
CC1=C(C(=O)OC2CCCCC2)C(c2ccccc2C)C2=C(CCCC2=O)N1 (stereo not drawn)	-1

Four compounds out of the list above, ordered by the number in 14-3-3g Raf, largest number first:
molecule | 14-3-3g Raf
O=C(Cc1c(C(=O)O)[nH]c2ccc(Cl)cc12)NCc1cccs1 | 10
O=C(NCC1CCCO1)c1nn2c(c1Cl)NC(c1cccs1)CC2C(F)(F)F (stereo not drawn) | -1
N#CC1(c2ccc(Cl)cc2)CCCC1 | -4
Cc1ccc(S(=O)(=O)Nc2cc(C(C(=O)OC(C)C)C(=O)C(F)(F)F)c(O)c3ccccc23)c(C)c1 (stereo not drawn) | -11

Following part:
SMILES	14-3-3g Raf
COc1cc(NC(=O)c2noc3c2CCCCC3)c(OC)cc1Cl	-1
Cc1cc(Br)ccc1NC(=O)CNC(=O)Cn1ccc2ccccc2c1=O	-9
COC(=O)c1c(NC(=O)c2sc3ncn(C)c(=O)c3c2C)sc2c1CCCC2	-3
Nc1cccc2cnccc12	1&13
CCC1CCc2c(sc(NC(=O)c3cc4ccccc4c(=O)o3)c2C#N)C1 (stereo not drawn)	0
CC(C)(C)N1CSC(=S)N(Cc2ccccc2)C1	0
CCOC(=O)C1=C(C)N(c2ccc(N(C)C)cc2)C(C)=C(C(=O)OCC)C1c1ccccc1Br	-9
O=C(NC1CCCCC1)c1ccc2c(c1)NC(=O)c1ccccc1S2	-4
Cc1ccc(C)c(N2C(=O)CC(N3CCN(Cc4ccc5c(c4)OCO5)CC3)C2=O)c1 (stereo not drawn)	-4
CC(=O)OC1C(=O)c2ccccc2C(=O)C1OC(C)=O (stereo not drawn)	-22
Cc1cc(=O)c2n(Cc3ccc(Cl)cc3)nc[n+]2[nH]1	-2
O=C(Cn1c(=O)[nH]c2ccsc2c1=O)NCc1ccccc1Cl	-7
CN(C)c1ccc(CNC23CN4CN(CN(C4)C2)C3)cc1	-1
CCOC(=O)C1CCN(C(=O)Cn2cnc3sc(C)c(S(=O)(=O)N4CC(C)CC(C)C4)c3c2=O)CC1 (stereo not drawn)	-4
Cc1cc(C)nc(NS(=O)(=O)c2ccc(NC(=O)C3C(C=C(Cl)Cl)C3(C)C)cc2)n1 (stereo not drawn)	-7
CNC(=O)C1CC(=O)N(Cc2ccc3c(c2)OCO3)C(=Nc2ccc(OC)cc2)S1 (stereo not drawn)	-2
O=C(NCc1cccs1)c1cccc(N2CCCC2=O)c1	2
c1ccc(N2CCN(Cc3ccnc4ccccc34)CC2)cc1	-8
O=C(Cn1cnc2sc3c(c2c1=O)CCCC3)NCC(=O)N1CCCC1	-4
COc1ccc(C2=NN(CC(=O)NCC3CCCO3)C(=O)CC2)cc1 (stereo not drawn)	-5
O=S(=O)(Nc1cccc2ncccc12)c1cccs1	-11
Cc1ccc(-c2csc(NC(=O)c3ccc(S(=O)(=O)N(C)c4ccccc4)cc3)n2)cc1C	0
CCOC(=O)c1ccc2nc(C)cc(Nc3cccc(O)c3)c2c1	-171
O=c1c2cnn(-c3ccccc3)c2ncn1/N=C/c1ccncc1	2
O=S(=O)(c1ccc(F)cc1)c1nc(-c2ccco2)oc1SCc1ccccc1Cl	-30

Structures from the list above containing a cyano group (2):
SMILES	14-3-3g Raf
N#CC1(c2ccc(Cl)cc2)CCCC1	-4
CCC1CCc2c(sc(NC(=O)c3cc4ccccc4c(=O)o3)c2C#N)C1 (stereo not drawn)	0

(continued)
SMILES	14-3-3g Raf
CSC1=C(C#N)C(c2ccc(C(C)C)cc2)CC(=O)N1 (stereo not drawn)	-6
O=C(NC1CCCCC1)c1ccccc1Cl	-4
O=C1CCCN1CCCn1c(=S)[nH]c2cc3ccccc3cc2c1=O	-25
COc1ccccc1Cn1c(=S)[nH]c2cc(C(=O)N3CCCC3)ccc2c1=O	1
O=C(Nc1ccc(N2CCCC2)c(Cl)c1)c1ccc(Br)o1	-10&-113
COc1ccc(CNC(=O)C2(S(=O)(=O)c3ccc(Cl)cc3)CC2)cc1	-5
Cc1cc(C)nc(Nc2n[nH]c(COc3ccccc3)n2)n1	1
O=C(Nc1cnc2ccccc2c1)c1cccnc1	-4&-8
C=C(C)CSc1nc2ncccc2[nH]1	3
COc1ccc(C(=O)n2c(=S)nc3cccc(C)n32)cc1	1
CC(C)=CC1C=C(C)C(C)C(C)C1COC(=O)c1ccco1 (stereo not drawn)	-9
Cc1cc(C)nc(NS(=O)(=O)c2ccc(NC(=O)c3ccc(F)cc3)cc2)n1	-3
COc1ccc(S(=O)(=O)Nc2cccc([N+](=O)[O-])c2C)cc1	-6
O=C(COc1ccc([N+](=O)[O-])cc1)Nc1ccc(S(=O)(=O)N2CCOCC2)cc1	-12
Cn1c(CN2CCCC2)nc2cc(NS(=O)(=O)c3ccccc3)ccc21	-1
CCOc1ccc(Nc2cc(N3CCN(CC)CC3)c3noc4c3c2C(=O)c2ccccc2-4)cc1	-205
CCOC(=O)c1cnc2c(C)cc(C)cc2c1Nc1cccc(C)c1	7
COc1ccc(C(N)=O)cc1NC(=O)c1cccc(F)c1	3
CC(C)NC(=O)c1ccc2c(=O)n(Cc3ccc(Cl)cc3)c(=S)[nH]c2c1	1
O=C(Nc1ccc2oc(-c3ccccc3Br)nc2c1)c1ccc([N+](=O)[O-])o1	-18
CSc1cccc(NS(=O)(=O)c2cccc3nsnc23)c1	-5
COC(=O)c1c(C)oc2ccc(NS(=O)(=O)c3cccs3)cc12	-12
COc1ccc(OC(C)C(=O)Nc2ccc(Br)cc2)cc1 (stereo not drawn)	5
[O-][n+]1onc2c1CCC1N(O)C(c3ccccc3)CC21O (stereo not drawn)	-5
CC(C)c1[nH]nc2c1C(C(C)C)C(C#N)=C(N)O2 (stereo not drawn)	-9
SMILES	14-3-3g Raf
CCOCCn1c(CN2CCCC(C)C2)nc2c1c(=O)n(C)c(=O)n2C (stereo not drawn)	-4
CC(C)(C)c1ccc(C(=O)NCCOc2ccccc2F)cc1	6
Cc1ccc(S(=O)(=O)N=C(Nc2ccc(O)c(C(=O)O)c2)c2ccc(Cl)cc2)cc1	-7
c1ccc(-c2cn3c4ccccc4nc3n2CCN2CCOCC2)cc1	7
O=C(c1n[nH]c(=O)c2ccccc12)N1CCN(c2ccccc2Cl)CC1	-8
O=C(NCC1CCCO1)C1CCN(CC2CCCCC2)CC1 (stereo not drawn)	-6
Cc1cc(C)cc(N(CC(=O)NCC2CCCO2)C(=O)CCC(=O)Nc2cc(C)on2)c1 (stereo not drawn)	-6
CCN1CCc2c(sc(NC(=O)c3ccc(S(=O)(=O)N(CC)CC)cc3)c2C(N)=O)C1	-6
CN(CC(=O)NC1CCCC1)S(=O)(=O)c1ccc(Br)s1	-16
COc1cccc(NC(=O)C2c3ccccc3C(=O)N(C)C2c2c[nH]c3ccccc23)c1 (stereo not drawn)	1
O=C(CCCn1c(=S)[nH]c2ccc(Br)cc2c1=O)NCCCN1CCOCC1	-4
Cc1ccccc1-n1nc2c(c1NC(=O)c1ccccc1I)CSC2	-2
Cc1cccc(NS(=O)(=O)c2cccc(C(=O)Nc3ccccc3C)c2)c1	1
CCOC(=O)N1CCN(c2ccc3nnnn3n2)CC1	-2
CCOc1ccc(CC2S/C(=N/c3ccccn3)NC2=O)cc1 (stereo not drawn)	-9
COc1ccc(C2CC(=O)C3=C(C2)NC(C)=C(C(=O)OC2CCCC2)C3c2cccc(C)c2)cc1OC (stereo not drawn)	-2
O=C(CCCn1c(SCC(=O)NC2CCCCC2)nc2ccccc2c1=O)NCC1CCCO1 (stereo not drawn)	-8
COc1ccc(-c2nnn(CC(=O)N(C3CCCC3)C(C)C(=O)NC3CCCC3)n2)cc1OC (stereo not drawn)	8
Cc1ccc(CCNC(=O)CSCc2ccc(C)cc2)cc1	-5
Cc1cc(C(=O)CSC(C)c2nc3ccccc3c(=O)[nH]2)c(C)n1C (stereo not drawn)	-146
CCOc1ccc(NC(=O)c2cccc(F)c2)c([N+](=O)[O-])c1	-7
O=C(CCCCCn1c(=O)[nH]c2ccccc2c1=O)NCc1ccc2c(c1)OCO2	-2
Cc1nc2nc(SCc3ccccc3)nn2c(C)c1C	-8
CC(C)N(C(=O)NC(=O)Nc1ccc(I)cc1)S(C)(=O)=O	-4
CC(C)[N+]1(Cc2ccccc2)C2=C(CN(C)CC2)c2ccccc21 (stereo not drawn)	5

Shown bar-delimited: two of the compounds above.
canonical_smiles | 14-3-3g Raf
Cc1cccc(NS(=O)(=O)c2cccc(C(=O)Nc3ccccc3C)c2)c1 | 1
CCOC(=O)N1CCN(c2ccc3nnnn3n2)CC1 | -2

Following part:
SMILES	14-3-3g Raf
COC(=O)C1=CN(C)C=C(C(=O)OC)C1c1cccc(OC)c1	-1
CCC(Sc1nc2n[nH]c(C)c2c(=N)n1-c1cccc(Cl)c1)C(=O)NCCOC (stereo not drawn)	0
CCSC1=C(C#N)C(c2cccs2)C(C(=O)OC)=C(C)N1 (stereo not drawn)	4
COc1ccccc1N1C(=S)NC2c3cc(C)ccc3OC1(C)C2C(=O)N(C)C (stereo not drawn)	-2
NS(=O)(=O)c1ccc(CCNC2CC(=O)N(c3ccccc3)C2=O)cc1 (stereo not drawn)	2
COC(=O)c1cc(C(=O)Nc2ccccc2F)cc([N+](=O)[O-])c1	0
CCOc1ccc(-n2c(SCc3ccc(C(=O)OC)o3)nc3c([nH]c4ccccc43)c2=O)cc1	2
CN(C)CCNC(=O)C12CCC3CC(CC(C3)C1)C2	1
COC(=O)COc1ccc(S(=O)(=O)NCCC2=CCCCC2)cc1	-12
O=C1c2ccccc2-c2oc(=O)c3ccccc3c21	4
O=C(Nc1ccc(S(=O)(=O)N2CCCC2)cc1)c1ccc(CN2CCOCC2)cc1	-1
CCOC(=O)c1cc2c(ccn2C)n1CC(=O)N1CCN(c2ccccc2OC)CC1	-2
COc1cccc(C2CC(c3ccccc3OC)n3ncnc3N2)c1 (stereo not drawn)	-3
Cc1ccc(-n2c3c(cc(C(=O)Nc4ccccc4)c2=O)C(=O)CCC3)cc1	-23
C=CCOC(=O)C1=C(C)N=C2SC(CC)C(=O)N2C1c1ccc(OC(C)=O)cc1 (stereo not drawn)	-28
CCCn1cnc2c(c1=O)c1nc3ccccc3nc1n2Cc1ccccc1OC	-3
CC1(C)C(=O)C2(CCCC2)C(=O)OC1c1ccco1 (stereo not drawn)	-8
CC1CC(C)CN(S(=O)(=O)c2ccc(C(=O)N=c3sc4cc([N+](=O)[O-])ccc4n3C)cc2)C1 (stereo not drawn)	-28
CCOC(=O)N1CCC(NC(=O)CCc2cn(C)c3ccccc23)CC1	1
COc1cc2c(cc1NC(=O)COc1ccc(C(C)C)cc1Br)oc1ccccc12	0

Filtered by structure: the compounds so far with fluorine
SMILES	14-3-3g Raf
Nc1nc2n(n1)C(c1cccc(Br)c1)CC(c1ccc(F)cc1)N2 (stereo not drawn)	3
Cc1ccc(S(=O)(=O)Nc2cc(C(C(=O)OC(C)C)C(=O)C(F)(F)F)c(O)c3ccccc23)c(C)c1 (stereo not drawn)	-11
O=C(NCC1CCCO1)c1nn2c(c1Cl)NC(c1cccs1)CC2C(F)(F)F (stereo not drawn)	-1
COc1ccccc1-c1cc(C(F)(F)F)nc(NC2CCCC2)n1	-5
O=C(c1c[nH]c2ccc(S(=O)(=O)N3CCOCC3)cc2c1=O)N1CCN(c2ccccc2F)CC1	-7
O=S(=O)(c1ccc(F)cc1)c1nc(-c2ccco2)oc1SCc1ccccc1Cl	-30
Cc1cc(C)nc(NS(=O)(=O)c2ccc(NC(=O)c3ccc(F)cc3)cc2)n1	-3
COc1ccc(C(N)=O)cc1NC(=O)c1cccc(F)c1	3
CC(C)(C)c1ccc(C(=O)NCCOc2ccccc2F)cc1	6
CCOc1ccc(NC(=O)c2cccc(F)c2)c([N+](=O)[O-])c1	-7
COC(=O)c1cc(C(=O)Nc2ccccc2F)cc([N+](=O)[O-])c1	0
